Assay outcomes: PubChem BioAssay, several laboratories
PMI act hi M6P: human PMI activators, high substrate, primary screen, biochemical, fluorescence intensity, near-saturating mannose 6-phosphate | coupled PMI enzyme assay, resazurin fluorescence, 20 min; active compounds read high; 1 = untreated enzyme, 0 = substrate-free blank | AID 1216, 2008 | 0.34% of 190,000 active | activation factor at 20 µM;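 active = activation factor of 2 or more at 20 µM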
Target sequence (P34949 whole entry, looked up): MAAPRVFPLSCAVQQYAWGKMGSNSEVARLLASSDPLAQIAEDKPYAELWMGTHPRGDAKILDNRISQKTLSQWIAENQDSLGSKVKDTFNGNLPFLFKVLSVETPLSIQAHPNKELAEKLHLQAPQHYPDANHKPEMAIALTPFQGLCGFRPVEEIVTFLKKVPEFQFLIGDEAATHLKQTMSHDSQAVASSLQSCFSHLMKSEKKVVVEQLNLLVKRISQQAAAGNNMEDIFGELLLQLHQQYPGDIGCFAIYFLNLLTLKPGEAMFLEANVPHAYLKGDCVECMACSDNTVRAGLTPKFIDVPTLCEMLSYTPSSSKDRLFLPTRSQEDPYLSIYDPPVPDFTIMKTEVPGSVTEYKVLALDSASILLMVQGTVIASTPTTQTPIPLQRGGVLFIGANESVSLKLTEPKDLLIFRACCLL
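assay system = human phosphomannose isomerase with PGI, G6PDH, diaphorase coupling enzymes | quantity = 15 ng/mL PMI | incubation = enzyme reaction with compound 20 min at room temperature | medium = HEPES pH 7.4 buffer with MgCl2 and Tween-20 | compound dosing = one concentration, 20 µM, in 1% DMSO | measured by = Diaphorase-driven resazurin-to-resorufin fluorescence, excitation 544, emission 590 nm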
FLuc stim CS: FLuc activators, initial screening, artefact control for FLuc-dependent activation tests, biochemical, ATPlite luminescence. Luciferin 4-monooxygenase (Photinus pyralis), P08659. 200,000 tested, under 10 active. activation factor at 10 µM. ATPlite luciferase biochemical, 10 min; 0 = ATP-free wells, 1 = DMSO control;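 active = luciferase activation factor, scaled between plate controls, of at least 2 with compound at 10 µM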
Target sequence (P08659 whole entry, looked up): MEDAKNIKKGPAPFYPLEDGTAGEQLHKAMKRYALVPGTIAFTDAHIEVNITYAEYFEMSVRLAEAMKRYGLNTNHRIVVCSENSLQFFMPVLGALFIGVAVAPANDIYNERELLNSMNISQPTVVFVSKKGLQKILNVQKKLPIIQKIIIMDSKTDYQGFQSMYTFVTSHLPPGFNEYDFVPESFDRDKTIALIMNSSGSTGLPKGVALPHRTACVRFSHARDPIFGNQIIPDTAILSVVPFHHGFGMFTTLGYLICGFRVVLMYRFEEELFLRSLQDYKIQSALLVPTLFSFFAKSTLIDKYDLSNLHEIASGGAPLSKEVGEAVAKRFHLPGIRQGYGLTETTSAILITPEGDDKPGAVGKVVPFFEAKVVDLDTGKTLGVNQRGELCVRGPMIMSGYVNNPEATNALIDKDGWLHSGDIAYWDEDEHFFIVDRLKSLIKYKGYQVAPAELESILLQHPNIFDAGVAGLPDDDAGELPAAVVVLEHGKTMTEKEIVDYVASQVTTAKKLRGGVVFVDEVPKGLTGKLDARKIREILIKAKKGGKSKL
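System: luciferase plus luciferin reagent, cell-free; medium: PBS as buffer for the ATP substrate; dosing: test compounds dosed from 2 mM stocks in 100% DMSO; timing: 10 min post-reagent at room temperature; measured by: luminescence measurement of luciferase light output; evaluation: luciferase activation, seen as luminescence increase over controls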
Diaphorase act: compounds boosting diaphorase resazurin reduction – biochemical, uHTS, resorufin fluorescence, counter-screen for diaphorase-coupled primary assays, primary screen; 0.005% of 190,000 active; Diaphorase/resazurin coupled assay, 16 min; active compounds read high; 1 = vehicle wells, 0 = NADH-free wells; activation factor at 20 µM; AID 1229, 2008;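 active = diaphorase activity raised at least twofold by the compound at 20 µM; inactive = activation factor below 2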
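Material: Clostridium kluyveri diaphorase, purified enzyme; Quantity: enzyme 0.07 U/mL final; Medium: HEPES pH 7.4 buffer with MgCl2 and Tween 20; Dosing: single compound dose of 20 µM, 1% DMSO final; Schedule: 16 min reaction at room temperature; Measured by: red resorufin fluorescence at 544/590 nm excitation/emission.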
TNAP act hi DEA: TNAP activators at high phosphate acceptor level, primary screen, biochemical, luminescence, uHTS. Alkaline phosphatase, tissue-nonspecific isozyme (Homo sapiens), P05186. activation factor at 20 µM. purified TNAP, CDP-star luminescence, 1 M DEA, 30 min; active compounds read high; 0 = EDTA background, 1 = DMSO-only activity. 200,000 tested, under 10 active. AID 1136, 2008;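 active = activation factor at least 2 at 20 µM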
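Control set: EDTA negative control, DMSO positive control / Assay system: human TNAP / Quantity: TNAP 1/800 final / Evaluation: TNAP activation factor scaled between EDTA and DMSO control wells / Measured by: luminescent substrate turnover signal / Compound dosing: one dose, 20 µM / Times: 30 min enzyme reaction at room temperature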
Efa HMGR inh: inhibitors of E. faecalis class II HMGR, primary screen, biochemical, Enterococcus faecalis | HMG-CoA reductase (Enterococcus faecalis, mvaE) | purified E. faecalis HMGR, NADPH absorbance 340 nm kinetic | inhibition, % at 10 µM | 0.41% of 190,000 active | AID 1066, 2008;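 active = inhibition above a set limit, the median over all tested compounds plus 3 SD, cut at about 9.5% in these data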;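 also: enzyme runs in reverse so mevalonate oxidation gives rising NADPH absorbance; 0% = complete reaction with DMSO and 100% = background rate lacking mevalonate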
G6PDH counter: L. mesenteroides G6PDH inhibitors, counter-screen for G6PDH-coupled screening assays, biochemical, Leuconostoc mesenteroides enzyme | inhibition, % at 5 µM | AID 1020, 2008 | 0.12% of 200,000 active | Purified L. mesenteroides G6PDH, diaphorase/resazurin coupled fluorescence, 45 min; in the data active = inhibition above about 50%
Diaphorase inh: diaphorase inhibitors and chemical oxidizers, primary screen, counter-screen for diaphorase-coupled primary assays, biochemical, uHTS, resorufin fluorescence; diaphorase resazurin-to-resorufin fluorescence, NADH, 16 min; bacterial (C. kluyveri) enzyme, not human; inhibition, % at 20 µM; 0.69% of 190,000 active;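 active = primary screen inhibition at 20 µM above a set limit, cut at about 50% in these data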;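 also: plate controls were DMSO with full reaction for no effect and wells lacking NADH for full effect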
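Assay system: diaphorase enzyme from Clostridium kluyveri. Quantity: enzyme working solution with 0.14 U/mL diaphorase. Schedule: reaction incubation of 16 min at room temperature. Technique: resorufin fluorescence, excitation 544 nm, emission 590 nm. Controls: No-NADH positive control and DMSO neutral control.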
PMI act: activators of human PMI, primary screen, biochemical, fluorescence intensity, near-Km mannose 6-phosphate; Mannose-6-phosphate isomerase (Homo sapiens), P34949; purified human PMI, coupled resazurin fluorescence, 20 min; active compounds read high; 1 = vehicle control, 0 substrate-free wells; activation factor at 20 µM; 0.005% of 190,000 active; AID 1214, 2008;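 active = activation factor of 2 or more at 20 µM, relative to plate controls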
TNAP inh no acc: human TNAP enzyme inhibitors, primary screen, biochemical, luminescent, no phosphate acceptor, uHTS. 0.26% of 200,000 active. purified TNAP, CDP-star luminescence, 30 min. inhibition, % at 20 µM;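 active = tissue-nonspecific alkaline phosphatase inhibition above about 50% at 20 µM in the single-dose screen, limit read from the data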;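 also: 0% = DMSO negative control and 100% = EDTA positive control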
TNAP inh hiacc: human TNAP enzyme inhibitors, primary screen, biochemical, luminescent, high phosphate acceptor level, uHTS. Alkaline phosphatase, tissue-nonspecific isozyme (Homo sapiens), P05186. purified TNAP, CDP-star luminescence, 1 M DEA. inhibition, % at 20 µM. 0.03% of 200,000 active. AID 1135, 2008;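 active = over 50% inhibition of tissue-nonspecific alkaline phosphatase at 20 µM in the single-dose screen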;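 also: plate controls were DMSO wells for no effect and EDTA-quenched wells as full inhibition for full effect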
* hit, by the source's call; · = no result given. Compounds as they come; any-hit rate near 1.7%.

Below each SMILES: PMI act hi M6P	FLuc stim CS	Diaphorase act	TNAP act hi DEA	Efa HMGR inh	G6PDH counter	Diaphorase inh	PMI act	TNAP inh no acc	TNAP inh hiacc
> COc1ccc(/C=N/N2CCN(c3ccncc3S(=O)(=O)N3CCCCC3)CC2)cc1
    0.9	1	0.9	1	-3	12	6	0.8	-4	-5
> CC(C)(C)NC(=O)c1ccc2nccnc2c1
    0.8	1.1	0.8	1	1	-6	19	0.8	7	-2
> CCCOc1ccc(/C(O)=C2/C(=O)C(=O)N(CCN(CC)CC)C2c2ccncc2)cc1 (configuration not stated)
    1.1	1	1.1	1	·	4	-6	1	-8	1
> COc1ccccc1OCc1ccc(C(=O)NCC(C)C)o1
    0.9	1	0.9	1	-1	8	7	0.9	-3	-2
> O=C(O)c1ccc(CNC(=O)c2ccc(C(F)(F)F)cc2)cc1
    1.1	1	0.9	1.1	0	5	13	1.2	-4	-8
> Cc1cccc(/C=C2\Oc3cc(OS(C)(=O)=O)ccc3C2=O)c1
    1	1	0.9	1	-11	3	13	0.8	-15	3
> O=C1NCCCC1C(=O)Nc1ccccn1 (configuration not stated)
    1	1.1	0.9	1	-7	3	10	1	0	-1
> C=CCn1c(SCc2csc(-c3ccc(Cl)cc3)n2)nnc1-c1ccccc1OC
    1	1	0.9	1	0	-17	13	0.9	-6	-2
> Cc1onc(-c2ccccc2)c1C(=O)NCc1cccnc1
    1.1	1.2	0.9	1.1	-3	5	6	1	-7	-7
> COc1ccc(S(=O)(=O)Nc2cc(C(=O)NCCC(C)C)ccc2N2CCOCC2)cc1
    0.9	1.1	0.8	1	-5	5	18	0.9	-11	-1
> CC1Nc2nc(N(C)C)[nH]c(=O)c2NC1C (configuration not stated)
    2.7*	1	0.9	1	-4	4	7	1.8	-7	-2
> Cc1ccc(C(NC(=O)NCCCN2CCOCC2)=C(Cl)Cl)cc1F
    0.9	1	0.8	1	-4	2	19	0.9	-6	-1
> COc1ccc(CN2CCN(c3ccccn3)CC2)c(OC)c1
    1.1	1.1	0.9	1	-9	12	6	1	11	-3
> COc1ccc(S(=O)(=O)Nc2ccccc2SC)cc1C
    1	1	0.9	1	3	15	12	1	-6	-1
> COc1ccc2c(c1OC)C(=O)OC2Nc1ccccc1S(=O)(=O)C(F)F (configuration not stated)
    1	1	1	1	2	-4	3	1.1	-7	3
> O=C(NCCSc1c[nH]c2ccccc12)c1ccco1
    0.9	1.1	0.9	1	3	-22	7	1	-18	0
> O=C(C#Cc1ccccc1)c1cccc([N+](=O)[O-])c1
    0.9	1	0.9	1.1	-2	2	14	1	-15	-10
> CCOC(=O)CSC1=C(C#N)C(c2ccc(C)cc2)C2=C(CCCC2=O)N1 (configuration not stated)
    1	1	0.8	1	0	1	20	1	-18	-3
> COC(=O)c1scc(C)c1-n1ccc(C(=O)C(=O)N(C)C)c1
    0.9	1.1	0.9	1.1	4	0	13	0.9	-10	-7
> O=C(c1ccccc1)N1CCN(c2ccc([N+](=O)[O-])c(NCC3CCCO3)c2)CC1 (configuration not stated)
    0.8	1	0.7	0.9	0	9	31	0.9	3	11

Whole records, quoted from the list. Screens in order: PMI act hi M6P | FLuc stim CS | Diaphorase act | TNAP act hi DEA | Efa HMGR inh | G6PDH counter | Diaphorase inh | PMI act | TNAP inh no acc | TNAP inh hiacc
Shown for Cc1ccc(C(NC(=O)NCCCN2CCOCC2)=C(Cl)Cl)cc1F = 0.9 | 1 | 0.8 | 1 | -4 | 2 | 19 | 0.9 | -6 | -1
Shown for CC1Nc2nc(N(C)C)[nH]c(=O)c2NC1C (configuration not stated) = 2.7* | 1 | 0.9 | 1 | -4 | 4 | 7 | 1.8 | -7 | -2
Shown for Cc1onc(-c2ccccc2)c1C(=O)NCc1cccnc1 = 1.1 | 1.2 | 0.9 | 1.1 | -3 | 5 | 6 | 1 | -7 | -7

(list continues)
Below each SMILES: PMI act hi M6P	FLuc stim CS	Diaphorase act	TNAP act hi DEA	Efa HMGR inh	G6PDH counter	Diaphorase inh	PMI act	TNAP inh no acc	TNAP inh hiacc
> O=[N+]([O-])c1cc(S(=O)(=O)N2CCCCC2)ccc1NCCN1CCOCC1
    0.9	1.1	0.8	1	0	1	18	0.9	2	4
> COC(=O)c1sc(N)c(C(=O)OC)c1COC(=O)C1CC(=O)N(Cc2ccco2)C1 (configuration not stated)
    0.9	1	0.8	1.1	-3	1	18	0.8	-11	-7
> CCN1CCCC1CNc1ncnc2c1[nH]c1ccc(Cl)cc12 (configuration not stated)
    0.8	1	0.9	1	-2	3	15	0.9	-10	-2
> COc1cccc(NC(=O)CSc2ncnc3c2oc2ccccc23)c1
    1	1	0.9	1	2	7	6	1	-8	-1
> CC(C)NC(=O)CSc1nnc(-c2ccco2)n1N
    1	1	0.9	1	-3	-3	8	1	-3	2
> C=C1CSc2nc(=O)c3c4c(sc3n21)CCCC4
    0.9	1	0.6	1.1	2	-4	36	0.9	-14	-8
> N#Cc1cc([N+](=O)[O-])ccc1NCCN1CCOCC1
    1	1.1	0.9	1.1	-2	8	10	1	-9	-6
> CC(C)Oc1ccc(/C(O)=C2/C(=O)C(=O)N(CCCn3ccnc3)C2c2cccnc2)cc1 (configuration not stated)
    1	1	1	1	1	6	0	0.9	-10	-2
> O=C(CSc1nnc(-c2ccncc2)o1)NCc1ccccc1Cl
    1	1.1	0.9	1.1	-1	-3	12	1	-5	-5
> CC(C)CC(=O)NC(NC(=O)CC(C)C)c1cccc([N+](=O)[O-])c1
    0.8	1.1	1	1	-2	5	-1	1	-14	-3
> CCSc1nc(=O)n(-c2ccccc2)c(C)c1C(C)=O
    0.9	1	0.8	1	-2	-3	15	0.8	-9	-1
> CC(/C=C/c1ccco1)=N\NC(=O)CNc1ccc2ccccc2c1
    0.3	1	0.4	1	-4	3	56*	0.6	3	2
> O=C(Cn1c(C(F)(F)F)nc2ccccc21)N/N=C/c1ccco1
    1	1.1	0.9	1	2	3	7	1.1	-10	-2
> COc1ccc(CNC(=O)C2CCCN2S(=O)(=O)c2ccc(C)cc2)cc1 (configuration not stated)
    0.9	1.1	0.8	1.1	1	2	18	1	-15	-8
> CCn1c2ccccc2c2cc(NC(=O)N3CCOCC3)ccc21
    0.8	1	0.9	1.1	-5	8	12	0.8	-15	-8
> O=C(Cn1c(=O)oc2cc(S(=O)(=O)N3CCOCC3)ccc21)N1CCc2ccccc2C1
    1	1.1	0.9	1.1	-4	1	12	1	-20	-7
> Cc1cc(C(=O)NCc2ccco2)cs1
    0.9	1	0.9	1	7	6	8	0.8	0	1
> CC(/C=C/c1ccccc1)=N/NC(=O)CNC(=O)c1ccc2c(c1)OCO2
    1	1	1	1	-6	5	2	1	-10	-3
> COc1ccc(N2C(=O)CC(NNC(=O)c3cc(C)oc3C)C2=O)cc1 (configuration not stated)
    1.1	1.1	1	1	1	2	3	1	-15	-1
> CCN1C(=O)CC2(C[N+]3(C)CCC2CC3)C1=O (configuration not stated)
    0.9	1	0.9	1	-7	3	8	1	-5	-2
> CC1CCCN(c2nc3c(c(=O)[nH]c(=O)n3C)n2Cc2ccccc2Cl)C1 (configuration not stated)
    1	1	1.1	1	-3	-15	-6	1	-6	-4
> Cc1cccc(CCNC(=O)C2CCN(S(=O)(=O)c3ccccc3)CC2)c1
    1	1	0.8	1	-4	-3	16	1	-12	-4
> Cc1cc(NC(=O)CSc2nnc3c4c(C)c(C)sc4ncn23)no1
    0.9	1.1	0.8	1	-3	8	16	0.9	-9	-3
> COC(=O)c1cc(C(=O)N(Cc2ccccc2)c2ccccn2)cc([N+](=O)[O-])c1
    1	1	0.9	1	0	-7	7	1.1	3	4
> Cc1ccc(C)c2[nH]c(=O)c(CN(Cc3cccs3)C(=S)NCc3ccco3)cc12
    1	1.1	0.9	1	-3	-11	13	0.9	-12	-2
> CCCNc1cc(C)c(C#N)c2nc3ccccc3n12
    0.6	1	0.7	1.1	-1	16	26	0.8	-14	-9
> CC(=O)Nc1ccc(S(=O)(=O)Oc2ccc(N3C(=O)C4CCCCC4C3=O)cc2)cc1 (configuration not stated)
    1	1	0.9	1	1	-3	9	0.9	-9	0
> CCOc1ccc(CNCc2ccccc2Cl)cc1
    1	1.1	0.9	1	-1	3	9	1	-15	-3
> COc1ccccc1/C=C/CN1CCC(CO)(Cc2ccccc2)CC1
    ·	1	·	1	-3	13	·	·	-2	0
> CCc1ccc(Nc2cc(=O)n(C3CCCCC3)c(=O)[nH]2)cc1
    0.8	1	0.9	1	-5	-10	13	0.8	-5	2
> Cc1c(Nc2nc3ccccc3nc2NS(=O)(=O)c2cccs2)c(=O)n(-c2ccccc2)n1C
    1.1	1.1	1	1	-10	-6	1	1	-5	-4
> N#CCCN(C1CCCCC1)S(=O)(=O)c1cccc2nsnc12
    1	1	1	1	-1	2	4	1	-7	2
> Cc1ccc(-c2nn(-c3cccc(F)c3)cc2CNCc2cccnc2)o1
    0.9	1	1	1.1	5	15	0	0.8	-17	-5
> CC(c1nc2ccccc2c(=O)[nH]1)N(C)c1ccc2ccccc2c1 (configuration not stated)
    0.6	1	0.8	1	0	8	21	0.9	-8	-4
> CC1CCN(CCNC(=O)CN(C)S(=O)(=O)c2cccc3nsnc23)CC1
    1	1	1.1	1	-4	6	-10	1.1	-7	-1
> COc1ccc(NC(=O)c2ccc(Cc3ccc(C)cc3)o2)cc1
    0.8	0.9	0.8	1	2	9	15	1	-10	-2
